Screening data from PubChem.
PMI inhibition = human PMI inhibitors, high substrate, primary screen, biochemical, fluorescence intensity, high mannose 6-phosphate (AID 1220) | recombinant PMI enzyme, coupled fluorescence intensity; higher % means a stronger effect | one-dose inhibition, % at 20 µM; IC50 in µM for titrated hits | 190,000 compounds, 0.66% hits
TNAP activators = stimulation of alkaline phosphatase TNAP activity – biochemical, luminescent, no phosphate acceptor, uHTS, primary screen (AID 1001); purified TNAP, luminescent activation assay, no phosphate acceptor; higher activation fold means a stronger effect; activation fold at 20 µM; hits with a dose series show EC50 in µM; 200,000 compounds, 0.03% hits; in the data active = activation fold from about 3, or a potency from the dose series; inactive = the rest, 99 in 100 with activation fold below about 1.6; note: many of its hits are not listed in these tables
Hep lipid drop = hepatic lipid droplet formation modulation; AML12 mouse hepatocytes, oleate lipid droplets, BODIPY imaging; inhibition, % at 6.5 µM; 240,000 compounds, 0.4% hits;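 active = lipid droplet intensity inhibited by at least 50%, with more than 500 cells counted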
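material = mouse AML12 hepatocyte cell line, fixed after treatment | also added = 100 µM oleic acid challenge | doses = compound at 6.5 µM only | schedule = overnight exposure | technique = Image-based BODIPY and DAPI two-channel analysis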
human PMI inhibition = MPI enzyme activity inhibition – biochemical, fluorescence intensity, coupled assay, primary screen (AID 1209); purified PMI enzyme, coupled fluorescence intensity; higher % means a stronger effect; one-dose inhibition, % at 20 µM; IC50 in µM for titrated hits; 190,000 compounds, 0.42% hits;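 note: plate controls were DMSO vehicle for no effect and wells lacking substrate for full effect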
Autophagy mod = modulators of autophagy; MEF GFP-LC3 puncta imaging; test concentration mostly 10 µM; calls only at 10 µM (by protocol); 190,000 compounds, 0.98% hits;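 active = percentage of spot-positive cells more than 3 SD above its plate mean, without a fluorescence outlier flag or 80% toxicity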;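 note: spot-positive cell cutoff set from DMSO-treated cells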
T cell modulator = T cell immune modulation candidate | 330,000 compounds, 0.068% hits | 2C CD8+ T cell-vesicle binding, flow cytometry; active compounds read low | calls only at 7 µM;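 active = response, share of CD8 T cells binding vesicles, and their 90th percentile fluorescence all below set limits, cut at about 80% in these data, passing the limit was not always enough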
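System: murine 2C transgenic CD8+ T lymphocytes; also added: QL9-loaded Drosophila micro-vesicles; times: binding 1.5 h at 37 °C; measured by: flow cytometry, PE anti-B7-1 (FL2) versus Alexa647 anti-CD8 (FL8), PFA-fixed; control set: Peptide-free naked vesicles (low) and QL9 vesicles with 0.7% DMSO vehicle (high)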
Ins promoter up = MIN6 insulin promoter up-regulation | MIN6 insulin promoter-GFP reporter, high-content imaging; active compounds read high | z-score at 5 µM | 190,000 compounds, 0.3% hits | AID 1625;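 active = z-score above 3 at 5 µM with at least 500 cells counted in the well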
b-catenin transl = modulators of beta-catenin nuclear translocation. HeLa beta-catenin nuclear translocation, immunofluorescence imaging. nuclear translocation activity, % at 5 µM. 190,000 compounds, 0.3% hits. AID 1665;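 active = nuclear translocation activity above 50% at 5 µM, with a well cell count of 50 or more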;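 note: per-cell ratio of nuclear to cytoplasmic median beta-catenin stain intensity; plate controls were DMSO negative control for no effect and GSK-3 inhibitor IX positive control for full effect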
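Test system: HeLa cells, endogenous beta-catenin; Compound: single 5 µM dose plus 0.02–20 µM confirmation series; Times: compound exposure 24 h at 37°C; Signal: fluorescence imaging of beta-catenin antibody stain plus DAPI; Read-out: % activation, nuclear-to-cytoplasmic median beta-catenin signal ratio per cell.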
MT stabilize HCS = microtubule stabilization, imaging screen | % tubulin-high responders, % at 10 µM | HeLa tubulin immunostaining HCS, 24 h; share of cells brighter than vehicle mean+2SD | AID 2205 | 200,000 compounds, 0.83% hits;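 active = plate Z-score above 3 for both tubulin-high and condensed-nucleus cell shares, with cell loss under 80%, at 10 µM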;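 note: anti alpha tubulin signal scored within the nucleus-defined area of each cell; some results filed as inactive read as strong as hits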
Ins promoter up cell count = further read-out of Ins promoter up, marked with its call; cell count; measured here: cytotoxicity, nuclei count;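 total cells summed across four imaged fields per well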
Hep lipid drop cells 6.5 µM = second read-out of Hep lipid drop, no call of its own (marks repeat the call); cell count; measured here: cell count, cytotoxicity flag;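 cells counted across two imaged fields per well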
b-catenin transl cell count 5 µM = second read-out of b-catenin transl, no call of its own (marks repeat the call); cell count; measured here: cell count, cytotoxicity flag
T cell modulator vesicle-bound % = second read-out of T cell modulator, no call of its own (marks repeat the call); double positive events, %; measured here: CD8+ vesicle-bound cell fraction;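 binding gate set so that unloaded-vesicle control wells show 10% double positive cells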
MT stabilize HCS Hoechst-high % = further read-out of MT stabilize HCS, marked with its call; % Hoechst-high responders; measured here: nuclear condensation Hoechst responders;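 share of cells brighter than vehicle mean plus two SD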
MT stabilize HCS cytotoxicity % = further read-out of MT stabilize HCS, marked with its call; toxicity, %; measured here: cytotoxicity by cell density;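 0% = mean cell density of plate MIN control wells and 100% = no cells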
Autophagy mod cell loss 18 h = second read-out of Autophagy mod, no call of its own (marks repeat the call); toxicity, %; measured here: cell loss, nuclei count;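 cell loss after 18 h compound exposure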
* hit, by the source's call; i = inactive; / = not tested or not shown; + = active, no number. Cut-off read from the data, not from the text of the source, unless noted: active = inhibition above about 50%; inactive = the rest.

SMILES	PMI inhibition	TNAP activators	Hep lipid drop	Hep lipid drop cells 6.5 µM	human PMI inhibition	Autophagy mod	Autophagy mod cell loss 18 h	T cell modulator	T cell modulator vesicle-bound %	Ins promoter up	Ins promoter up cell count	b-catenin transl	b-catenin transl cell count 5 µM	MT stabilize HCS	MT stabilize HCS Hoechst-high %	MT stabilize HCS cytotoxicity %
Cn1c(=O)c2c(nc(Sc3ncnn3CC(=O)NC(C)(C)C)n2C)n(C)c1=O	-11%	1	8	722	-14%	i	-7	i	52	-0.22	1505	-0.2	1452	4.7	1.1	2.0
CC(C(=O)Nc1cccnc1)N1C(=O)c2ccccc2C1=O (stereo not given)	4%	1.2	/	/	0%	i	6	i	18	0.2	1221	-4.8	1012	2.2	2.1	11
COC(=O)c1ccc(C(=O)NC(=S)Nc2ccc3nc(SC)sc3c2)cc1	-1%	1	-32	329	4%	i	0	i	32	/	/	0.5	907	2.1	3.1	12
COc1ccc(N(CC(=O)NCCc2ccc(Cl)cc2)S(=O)(=O)c2c(C)[nH]c(=O)[nH]c2=O)cc1	-6%	1.1	20	705	-4%	i	-13	i	23	0.05	1189	-1.3	1138	3.9	3.0	8.1
COc1ccc(N2C(=O)CSC(c3ccccc3)C2=O)cc1 (stereo not given)	4%	1.1	3	501	4%	i	25	i	46	/	/	0.6	1496	1.8	1.1	1.1
Cc1cc(O)c(C(=O)Cc2csc(C)n2)c(O)c1	9%	1	8	691	-6%	i	-12	i	17	0.1	1603	1.9	982	3.3	1.8	3.1
Cc1cc(C)nc(Nc2n[nH]c(C)n2)n1	0%	1.9	2	754	6%	i	-21	i	28	-0.24	1431	0.7	1050	2.2	1.7	4.5
COCCn1cc(C(=O)NCCCN2CCC(C)CC2)c2c3ccccc3n(C)c2c1=O	7%	1.1	-20	683	12%	i	-3	i	20	-0.21	1800	0.6	1005	3.2	2.2	7.3
COc1ccc(OC)c(C2C3=C(CC(C)(C)CC3=O)Nc3nnnn32)c1 (stereo not given)	1%	1	11	674	6%	i	9	i	58	-0.03	1447	-1.8	1124	3.0	2.1	2.0
CCOc1ccc(C=Nc2cccc3ncccc23)cc1	/	1	-14	726	/	i	24	i	54	0.19	1252	-0.6	1112	5.6	3.8	17
CCCn1c(SCC(=O)N2c3ccccc3Sc3ccccc32)nc2ccccc21	11%	1.2	-32	587	18%	i	4	i	35	-0.39	1304	-4.0	1181	4.1	1.1	9.8
Cc1cc(C)cc(NC(=O)CCN2CCCC2)c1	3%	1.1	9	707	4%	i	-5	i	1	0.27	1581	-1.5	887	2.6	2.5	6.1
COc1ccccc1N1C(=O)C2C(c3ccccc3F)NN(C(=O)c3ccc(C)cc3)C2C1=O (stereo not given)	7%	1	9	731	12%	i	3	i	65	0.52	1136	-2.8	600	4.6	3.1	7.6
O=C(Nc1ccc(C(=O)N2CCOCC2)cc1)c1cc(-c2cccnc2)nc2ccc(Cl)cc12	4%	1	/	/	11%	i	21	i	42	-0.64	1610	1.0	1499	4.0	3.9	8.4
COc1cc(OC)cc(C(=O)NCC(=O)OCC(=O)NC(C)(C)C)c1	3%	1.1	4	561	44%	i	-15	i	46	0.68	1442	0.9	1116	4.8	1.3	6.6
CCCC(=O)NC(=S)Nc1cccc(NC(=O)c2ccccc2Cl)c1	2%	0.9	-10	594	6%	i	8	i	30	1.6	1416	0.0	1104	3.5	2.8	4.5
O=C(NCc1ccco1)Nc1ccccc1Cl	6%	1.1	5	710	6%	i	-2	i	5	0.24	1276	/	/	2.1	3.6	29
O=[N+]([O-])c1cccc(-c2cn3ccccc3n2)c1	7%	1.1	2	717	4%	i	3	i	49	-1.5	1719	0.4	1598	2.6	2.5	3.7
CCc1cccc(NC(=S)N2CCC(c3ccccc3)C2)c1 (stereo not given)	10%	1.2	3	708	17%	i	3	i	33	0.1	1129	-0.4	1158	1.8	2.8	4.6
Cc1cc(NC(=O)CSc2nnc(-c3c[nH]c4ccccc34)n2-c2ccc(F)cc2)no1	-5%	1.1	-12	669	4%	i	-2	i	48	-0.2	1423	-4.1	1151	5.3	1.6	8.7
CN1CCC(OC(=O)COc2ccc(C(C)(C)C)cc2)CC1	1%	1.1	/	/	-6%	i	0	i	51	1.1	1486	-3.7	1002	4.9	2.1	3.7
O=C(CNc1ccc(F)cc1F)NC(=O)NCc1ccco1	/	/	0	618	/	/	/	i	41	0.2	960	0.2	1350	/	/	/
COc1ccc(C2C3=C(CCCC3=O)Nc3nc(-c4cc(OC)c(OC)c(OC)c4)nn32)cc1OC (stereo not given)	16%	1	0	588	18%	i	22	i	52	-0.03	1737	-1.7	1005	6.3	4.1	1.3
CC1Cc2ccccc2N1CC(=O)Nc1ccc(N2CCOCC2)cc1 (stereo not given)	12%	1.1	12	643	-2%	i	-1	i	34	0.48	1269	-1.6	1114	2.0	2.2	7.2
CCC(C(=O)OC)n1cnc2c(nnn2-c2cccc(Cl)c2)c1=O (stereo not given)	-4%	1.1	/	/	0%	i	7	i	6	2.1	832	-1.3	1184	2.2	4.6	7.6
O=C(Cc1csc(N2CCOCC2)n1)N/N=C/c1ccccc1C(=O)O	/	/	2	752	/	/	/	i	40	0.22	1471	-4.9	1242	/	/	/
COc1cc(OC)cc(-c2nc3cc(C)ccc3o2)c1	6%	1	-6	742	11%	i	-3	i	23	1.6	1211	/	/	2.8	1.8	8.9
Cc1nc2ccccc2c2nc3ccccc3n12	2%	1.1	-4	739	5%	i	5	i	28	-0.46	998	/	/	1.7	1.3	1.7
O=C(Nc1ccc(F)cc1)N1CCN(C/C=C/c2ccccc2)CC1	9%	1	-3	778	14%	i	-3	i	50	-0.45	1134	2.7	1176	4.1	1.6	8.2
Cc1cc(Cl)c(OCCCCNC(C)(C)C)c(Br)c1	-8%	1.1	4	685	-8%	i	4	i	37	-0.67	1320	-2.1	978	2.5	2.7	10
Cc1ccc(OCC(=O)Nc2cccc3nsnc23)c(C)c1	-4%	1	-11	785	-8%	i	3	i	44	0.17	971	-12	1227	5.1	3.2	5.7
Cc1cccc(C(=O)O)c1NC(=O)c1ccc(F)cc1	-17%	1.1	-5	726	-18%	i	-7	i	52	/	/	-2.2	1088	2.6	1.6	4.9
CC(=O)Nc1ccc(S(=O)(=O)N2CCN(Cc3nc4sc(C)c(C)c4c(=O)[nH]3)CC2)cc1	/	/	4	638	/	/	/	i	34	-0.16	951	-1.0	1391	/	/	/
Cc1ccc(S(=O)(=O)N(C)CCCC(=O)Nc2ccc(F)cc2)cc1	-6%	1.1	1	692	-1%	i	1	i	41	-0.07	1153	0.1	1105	2.8	1.6	8.4
O=C(Nc1cccc(S(=O)(=O)N2CCOCC2)c1)C1CCCN(C(=O)c2ccc(Cl)cc2)C1 (stereo not given)	/	/	-7	664	/	/	/	i	30	-0.39	1012	-0.8	1382	/	/	/
COc1ccccc1OCCn1c(=O)n(C)c2ccccc21	10%	1.1	/	/	5%	i	18	i	53	-0.12	1424	1.1	1535	2.5	1.3	3.8
O=C(O)c1ccc2c(c1)C(=O)N(c1cccc(S(=O)(=O)Nc3cccc(C(F)(F)F)c3)c1)C2=O	0%	1.1	4	663	-4%	i	4	i	35	-0.13	1132	-0.8	1052	7.9	2.0	6.1
CCCCN(C(=O)c1cccc2c(=O)c(C)c(-c3ccccc3)oc12)c1ccccc1	4%	1.1	-55	505	14%	i	-4	/	/	/	/	1.1	951	2.2	2.7	10
Cc1nn2c(NCCCN(C)C)c3c(nc2c1-c1ccccc1)CCC3	-1%	1	19	751	0%	i	-6	i	58	/	/	/	/	1.4	1.3	7.0
Cc1cccc(C(=O)Nc2nnc(COc3ccccc3)s2)c1	-10%	1	22	733	-2%	+	-6.6*	i	0	-0.15	1503	0.7	979	2.2	1.4	2.4

3 of these compounds, reformatted.
mol | PMI inhibition | TNAP activators | Hep lipid drop | Hep lipid drop cells 6.5 µM | human PMI inhibition | Autophagy mod | Autophagy mod cell loss 18 h | T cell modulator | T cell modulator vesicle-bound % | Ins promoter up | Ins promoter up cell count | b-catenin transl | b-catenin transl cell count 5 µM | MT stabilize HCS | MT stabilize HCS Hoechst-high % | MT stabilize HCS cytotoxicity %
CC1Cc2ccccc2N1CC(=O)Nc1ccc(N2CCOCC2)cc1 (stereo not given) | 12% | 1.1 | 12 | 643 | -2% | i | -1 | i | 34 | 0.48 | 1269 | -1.6 | 1114 | 2.0 | 2.2 | 7.2
CCC(C(=O)OC)n1cnc2c(nnn2-c2cccc(Cl)c2)c1=O (stereo not given) | -4% | 1.1 | / | / | 0% | i | 7 | i | 6 | 2.1 | 832 | -1.3 | 1184 | 2.2 | 4.6 | 7.6
O=C(Cc1csc(N2CCOCC2)n1)N/N=C/c1ccccc1C(=O)O | / | / | 2 | 752 | / | / | / | i | 40 | 0.22 | 1471 | -4.9 | 1242 | / | / | /

(next part)
SMILES	PMI inhibition	TNAP activators	Hep lipid drop	Hep lipid drop cells 6.5 µM	human PMI inhibition	Autophagy mod	Autophagy mod cell loss 18 h	T cell modulator	T cell modulator vesicle-bound %	Ins promoter up	Ins promoter up cell count	b-catenin transl	b-catenin transl cell count 5 µM	MT stabilize HCS	MT stabilize HCS Hoechst-high %	MT stabilize HCS cytotoxicity %
Cc1ccc2[nH]c(=O)c(CNC(C)(C)C)cc2c1	10%	1.1	/	/	8%	i	1	i	37	/	/	-1.3	787	3.2	2.7	5.2
O=C(NC(C(=O)N1CCCC1C(=O)O)=C1CCCCC1)c1ccccc1 (stereo not given)	-16%	1.1	-1	794	-4%	i	-2	i	40	2.7	1191	-2.6	1061	3.2	1.3	8.7
CC1=C(C(=O)Nc2ccccc2C)C(c2cccs2)NC(=S)N1 (stereo not given)	5%	1.1	-2	699	13%	i	0	i	32	-0.04	1454	0.3	1125	4.4	2.7	5.3
CCc1ccccc1NC1=NCC(=O)N1Cc1ccccc1	-8%	1	/	/	1%	i	-1	i	46	0.33	1027	-0.9	738	3.7	2.8	11
COc1ccccc1N1CCN(C(=O)C2CCN(S(=O)(=O)c3ccccc3)CC2)CC1	-3%	1.2	/	/	-2%	i	15	i	21	-0.57	1222	-3.9	1002	4.1	1.8	16
